Source: PubChem BioAssay (several laboratories)
DAGLB inh – DAGLB lipase inhibitors, primary screen, biochemical, fluorescence, HTS. HEK293T DAGLB membrane lysate, EnzChek fluorogenic substrate. inhibition, % at 5.17 µM. 0.059% of 340,000 active. Diacylglycerol lipase-beta (Homo sapiens), Q8NCG7; in the data active = inhibition above about 34%;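 also: 0% = enzyme with vehicle and 100% = wells lacking enzyme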
Target sequence (Q8NCG7 whole entry, looked up): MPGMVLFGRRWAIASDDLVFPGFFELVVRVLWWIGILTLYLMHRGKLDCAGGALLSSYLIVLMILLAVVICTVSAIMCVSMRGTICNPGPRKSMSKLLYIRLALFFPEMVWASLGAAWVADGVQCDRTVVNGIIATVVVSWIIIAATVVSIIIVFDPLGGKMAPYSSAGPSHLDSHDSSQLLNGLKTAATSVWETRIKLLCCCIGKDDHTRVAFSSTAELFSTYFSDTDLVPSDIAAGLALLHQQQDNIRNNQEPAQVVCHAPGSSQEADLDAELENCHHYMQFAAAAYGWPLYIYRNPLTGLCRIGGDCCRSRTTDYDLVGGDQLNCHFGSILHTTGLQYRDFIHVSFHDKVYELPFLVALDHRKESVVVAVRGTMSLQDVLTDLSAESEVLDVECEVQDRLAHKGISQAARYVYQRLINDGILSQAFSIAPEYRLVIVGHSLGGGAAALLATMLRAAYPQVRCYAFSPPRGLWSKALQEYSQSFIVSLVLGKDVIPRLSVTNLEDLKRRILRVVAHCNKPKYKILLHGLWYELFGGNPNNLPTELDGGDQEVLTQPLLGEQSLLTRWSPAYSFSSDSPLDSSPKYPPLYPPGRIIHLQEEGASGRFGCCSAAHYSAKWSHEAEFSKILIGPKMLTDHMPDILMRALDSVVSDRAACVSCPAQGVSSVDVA
Rtt109 Vps75 – inhibitors of C. albicans Rtt109/Vps75 HAT, primary screen, biochemical, ThioGlo CoA-SH fluorescence, plate reader | purified Rtt109/Vps75, 4 h | inhibition, % at 34.9 µM | 0.16% of 330,000 active | AID 540336, 2011;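 active = inhibition of at least 50% in every replicate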
Target sequence (Q5AAJ8 whole entry, looked up): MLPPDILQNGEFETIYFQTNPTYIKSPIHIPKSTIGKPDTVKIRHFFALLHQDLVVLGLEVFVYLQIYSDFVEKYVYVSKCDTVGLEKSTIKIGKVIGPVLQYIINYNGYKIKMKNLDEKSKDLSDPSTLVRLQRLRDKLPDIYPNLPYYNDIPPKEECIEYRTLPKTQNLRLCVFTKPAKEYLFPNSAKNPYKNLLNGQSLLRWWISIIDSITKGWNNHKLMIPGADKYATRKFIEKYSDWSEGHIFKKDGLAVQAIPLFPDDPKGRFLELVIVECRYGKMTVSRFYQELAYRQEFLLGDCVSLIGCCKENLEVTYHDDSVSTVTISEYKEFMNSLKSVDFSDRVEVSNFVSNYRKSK
CAL PDZ inh – CAL PDZ peptide-binding inhibitors, primary screen, biochemical, fluorescence polarization, Cer-tagged CAL PDZ, HTS | Golgi-associated PDZ and coiled-coil motif-containing protein (Homo sapiens), Q9HD26 | inhibition, % at 20 µM | purified CAL PDZ, TMR-peptide fluorescence polarization, 1 h | 0.02% of 330,000 active;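 active = highest replicate inhibition of at least 40%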;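 also: plate controls were DMSO neutral control wells for no effect and unlabeled competitor peptide control wells for full effect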
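Material – purified CerCALP PDZ construct · Detection – FP readout, S and P plane fluorescence · Measure – percent inhibition from loss of millipolarization · Controls – unlabelled peptide for full inhibition, DMSO wells as neutral · Probe or stimulus – TMR-labelled reporter peptide T*-PRC34 bound in PDZ groove · Times – 1 h at RT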
phage Ecoli inh – growth loss of phage-infected E. coli, primary screen, RecBCD inhibitor project, absorbance, with phage, HTS; inhibition, % at 11.9 µM; 0.26% of 360,000 active; in the data active = inhibition above about 11%
PvdQ inh – P. aeruginosa PvdQ acylase inhibitors, primary screen, biochemical, fluorescence, plate reader and imaging, single point. inhibition, % at 10 µM. 0.063% of 340,000 active. purified PvdQ acylase. AID 488965, 2010. PvdQ acylase [Pseudomonas aeruginosa LESB58]; in the data active = inhibition above about 30%, passing the limit was not always enough;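 also: 0% = vehicle neutral wells and 100% = reference inhibitor wells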
AddAB inh – growth inhibition of E. coli expressing H. pylori AddAB, primary screen, AddAB inhibitor project, absorbance. inhibition, % at 11.9 µM. AID 435030, 2010. 0.29% of 330,000 active; in the data active = inhibition above about 12%;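 also: 0% = vehicle wells of infected cells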
Wnt bcat act – Wnt/beta-catenin pathway activators, primary screen, cell-based, plate reader, single point | Wnt/beta-catenin reporter cell assay, activator | activation, % at 9.35 µM | 1.2% of 300,000 active; in the data active = activation above about 30%, passing the limit was not always enough;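 also: 0% = neutral control wells and 100% = positive control wells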
E coli growth – E. coli V3065 growth inhibition, primary screen, counter-screen for AddAB inhibitor project, absorbance, OD600; 18 h; inhibition, % at 11.9 µM; 0.27% of 330,000 active;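 active = inhibition above the campaign's mean inhibition across all tested compounds plus 3 SD, cut at about 9.9% in these data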;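 also: uninfected addAB+ strain grown without phage in ampicillin broth; 0% = DMSO wells and 100% = ciprofloxacin 0.95 µg/ml wells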
PfHsp90 yeast 2 – growth inhibition of PfHsp90-expressing yeast, primary screen, antimalarial PfHsp90 inhibitor project, S. cerevisiae, BacTiter-Glo luminescence, single point, set 2. BacTiter-Glo ATP, 48 h; yeast lacking PDR1 and PDR3 efflux regulators. inhibition, % at 9.4 µM. 0.32% of 310,000 active;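 active = every replicate shows inhibition above about 80%, whatever the replicate mean, limit read from the data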;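 also: 0% = DMSO neutral controls and 100% = 20 µM radicicol positive controls; yeast relying on Plasmodium falciparum Hsp90 in place of its own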
Tat transport – E. coli Tat export inhibitors, primary screen, MC4100, TorA-mCherry reporter, fluorescence, single point; inhibition, % at 10 µM; 0.036% of 340,000 active;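 active = mean replicate inhibition at least 50% and at least half of replicates individually reaching 50%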;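 also: exported cargo escapes ClpAP degradation while cytoplasmic cargo is degraded and loses fluorescence; 0% = median of neutral control wells and 100% = median of NaSCN control wells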
Numbers without * were called inactive; nt = no result given; & = joins results of further samples.

mol | DAGLB inh | Rtt109 Vps75 | CAL PDZ inh | phage Ecoli inh | PvdQ inh | AddAB inh | Wnt bcat act | E coli growth | PfHsp90 yeast 2 | Tat transport
COC(=O)NC(=S)Nc1ccc(Oc2ccc(Cl)cc2Cl)c(Cl)c1 | -5 | 1 | 0.4 | 1.2 | -5 | 0.1 | -10 | 0.3 | -18 | 0
COC(=O)C(C)Sc1nc2c(cnn2-c2ccccc2)c(=O)[nH]1 (configuration not stated) | -2 | 12 | -2.4 | 3.0 | 14 | -1.7 | -6 | -0.8 | -10 | -5
Cn1nnc(NC(=O)c2ccc([N+](=O)[O-])cc2Cl)n1 | -1 | -4 | 0.5 | 3.6 | 8 | 2.0 | 1 | 2.4 | 2 | 8
COC(=O)c1cccc(NC(=O)CSc2nnc(C3CC3)n2C)c1 | 0 | 4 | -3.4 | 0.8 | -16 | 4.1 | -3 | -0.9 | 5 | -14
CC(=O)C1=C(NC(=O)c2ccc(F)cc2)CC2C1C2(C)C (configuration not stated) | -3 | -4 | -0.3 | 1.6 | 5 | -3.1 | 3 | 0.2 | 1 | 3
CCn1cc(C(=O)N[C@H](C(=O)NC(C)(C)CO)C(C)C)c(=O)c2cc3c(cc21)OCO3 | -3 | -4 | 0.6 | 1.4 | -1 | -1.6 | 3 | -2.2 | 13 | -10
COc1ccc(-n2nnnc2SC(C)C(=O)NCC(=O)Nc2ccc(F)c(F)c2F)cc1 (configuration not stated) | 0 | -3 | -0.9 | 2.2 | -6 | 0.8 | -4 | 2.3 | -14 | 11
O=C(CNS(=O)(=O)c1ccccc1)NCC(=O)OCc1ccc(C(=O)c2ccccc2)cc1 | -1 | 7 | -2.9 | 3.5 | 2 | 3.5 | nt | -1.3 | 18 | -1
CCOc1ccc(S(=O)(=O)N(C)CC(=O)NC2CCCC2)cc1 | -1 | -1 | -0.3 | 0.4 | -10 | -1.8 | 0 | -0.4 | 21 | 0
COc1ccc(O)c(C(=O)c2cc(C#N)c(=O)n(CCN3CCOCC3)c2)c1 | -1 | 0 | -1.4 | 4.3 | -11 | 1.6 | nt | 3.4 | 13 | 1
O=C(COc1ncnc2sccc12)Nc1cccc(S(=O)(=O)N2CCOCC2)c1 | -2 | -8 | -0.4 | 0.3 | -14 | -1.7 | 3 | 0.2 | -14 | -2
NNC(=O)c1cccc(S(=O)(=O)Nc2cccc(C(F)(F)F)c2)c1 | 1 | -10 | -0.3 | 3.0 | -11 | 0.8 | 0 | -0.3 | -22 | 2
C1CCc2c(nc3nnnn3c2N2CCOCC2)C1 | -2 | -1 | -2.0 | 2.9 | -7 | -1.9 | -2 | -1.4 | -7 | 2
COc1ccc(C(=O)Nc2ccc(N3CCC(C)CC3)cc2)cc1Br | -3 | 2 | -1.2 | 1.5 | -13 | 0.0 | -21 | -1.6 | 21 | -2
COc1ccc(CC(=O)Nc2nc(C(C)(C)C)cs2)cc1 | -8 | 12 | 0.1 | 0.0 | 0 | -0.6 | 2 | -1.1 | -4 | 5
CCN1CCN(c2ncc(C(=O)Nc3cc(Cl)c(OC)cc3OC)c3ccccc23)CC1 | 0 | 5 | -2.2 | 4.1 | -6 | nt | nt | nt | -24 | 8
COc1ccc(CCNC(=O)CN2C(=O)c3ccccc3C2=O)cc1 | 2 | -3 | -0.8 | 0.6 | 2 | 2.1 | nt | -1.1 | 9 | 6
N#C/C(=C\c1cn(Cc2ccccc2F)c2ccccc12)C(=O)NCc1ccco1 | -4 | 6 | -1.1 | 2.2 | -14 | 2.4 | nt | 0.7 | -9 | 1
CN(C(=O)C1CCOC1)c1nnc(-c2ccccn2)s1 (configuration not stated) | -1 | -5 | nt | 0.3 | -14 | 0.3 | nt | 0.0 | -14 | 11
CNC(=S)NNC(=O)c1ccccc1F | -3 | nt | -1.5 | 4.8 | -3 | 5.0 | 5 | -0.6 | -1 | -14
CCOC(=O)Cc1c(C)nc2c(-c3ccc(Cl)cc3)c(C)nn2c1C | -1 | -9 | -0.7 | 3.9 | -10 | 0.9 | -4 | 0.1 | -31 | -4
O=C(Nc1cccc(Br)c1)c1ccc2snnc2c1 | 1 | 9 | -2.7 | 0.1 | -8 | -0.1 | 5 | -0.9 | 41 | -5
O=C(COc1cccnc1[N+](=O)[O-])N1CCc2ccccc2C1 | 2 | -2 | -2.5 | 3.8 | -7 | 6.3 | -2 | 4.2 | 3 | 0
Cc1cccc(C)c1NC(=S)N/N=C/c1ccc(C(=O)O)cc1 | 3 | 8 | 1.6 | 1.9 | 3 | 0.6 | -2 | 3.1 | -12 | 1
CCOP(=O)(OCC)C(C)(C)NC(=O)Nc1ccc(Cl)c(Cl)c1 | -1 | 6 | -1.3 | 4.4 | -13 | 7.6 | -2 | 2.7 | -5 | 5
COc1ccccc1/C=C1\SC(=S)N(CCC(=O)NNC(=O)c2ccccc2O)C1=O | 3 | -1 | -1.5 | nt | 1 | 20* | nt | 18* | 29 | 0
CCC(=O)c1c(NCCc2ccccc2)cc(C)oc1=O | -4 | 2 | -1.6 | 2.9 | 2 | 1.2 | -2 | -2.0 | 11 | 0
Cc1ccnc(NC(=O)c2cc3cc(F)ccc3s2)c1 | -4 | -2 | -1.3 | -1.7 | -6 | 0.8 | 38* | -0.9 | 3 | -3
O=C(NCC(=O)N(Cc1ccccc1)C(C(=O)NCC1CCCO1)c1ccccc1)c1cccs1 (configuration not stated) | 3 | -4 | -3.8 | 0.1 | -5 | -0.4 | nt | -1.2 | -7 | 12
COc1ccc(/C=N/Nc2nonc2N)cc1OC | 1 | 0 | -1.2 | 2.5 | -5 | 0.3 | -11 | -1.4 | -23 | 2
CCOP(=O)(OCC)/C(=N/OC(=O)c1ccc(Cl)cc1Cl)C(N)=O | 2 | 3 | 0.9 | 3.5 | -10 | 1.1 | 0 | -2.0 | -23 | -1
COc1ccc(NC(=O)Cn2nnc(C(=O)NCc3cccs3)c2N)c(OC)c1 | -1 | 15 | -2.1 | 4.0 | 0 | 4.0 | -2 | -2.4 | -3 | 1
Nc1c(C(=O)N2CCOCC2)oc2ccccc12 | -1 | 0 | -2.2 | 1.4 | -10 | 3.2 | 7 | -3.1 | -16 | -3
COc1ccc(C(=O)Nc2ccc(S(=O)(=O)N3CCCC3)cc2)cc1[N+](=O)[O-] | 2 | -4 | nt | 5.8 | -15 | 5.9 | 0 | 1.8 | -23 | -5
CCOC(=O)[C@@H]1[C@H]2COc3ccccc3[C@@H]2N2C(=O)N(c3cccc(Cl)c3)C(=O)[C@@]12C | -3 | 19 | -0.2 | 1.3 | -3 | 3.3 | 4 | 0.5 | -11 | 6
Cc1ccc(S(=O)(=O)N2CCN(C(=O)CC(C)C)CC2)cc1 | -3 | -2 | -2.1 | 2.5 | -6 | 0.2 | -2 | 2.2 | 14 | -4
O=C(COc1ccccc1)OCC(=O)c1ccc(S(=O)(=O)N2CCCCC2)cc1 | 0 | -6 | -0.5 | 0.6 | 40* | 3.4 | -2 | 0.5 | -8 | -11
C=CCN1C(=O)c2ccccc2C1(O)Cc1ccccc1 (configuration not stated) | -1 | 5 | 0.4 | 0.1 | -14 | 1.5 | 0 | 1.4 | 26 | 6
O=S(=O)(Nc1nc2ccccc2nc1N1CCN(c2ccccc2)CC1)c1ccc(F)cc1 | 13 | 21 | -0.9 | 4.7 | 11 | 3.9 | -2 | -1.4 | 7 | 6
CCCn1c(-c2ccc[nH]c2=O)nc2cc(C)c(C)cc21 | 1 | -10 | -2.1 | 2.9 | -14 | -1.6 | 62* | -0.6 | 1 | -1
COc1ccc(C(CNC(=O)c2cccc(S(=O)(=O)Nc3ccc(F)cc3)c2)N2CCOCC2)cc1 (configuration not stated) | -2 | 13 | -1.6 | 0.8 | -4 | nt | 1 | nt | 1 | -9
Cc1cccc(NC(=O)CN2C(=O)N/C(=C/c3cc(C)n(-c4cccnc4)c3C)C2=O)c1 | 2 | 24 | -0.4 | 3.6 | -7 | 0.1 | 1 | -1.2 | 21 | 6
CC(O)CN(Cc1ccc(Cl)cc1)CC(C)O (configuration not stated) | 0 | -7 | -1.8 | 1.4 | -6 | -0.4 | nt | -0.2 | -23 | 5
CCn1nc(C(=O)N2CCc3ccccc32)c2ccccc2c1=O | 3 | -3 | -0.3 | 1.3 | -8 | 3.0 | -3 | 0.9 | 7 | 1
CSCCC(NC(=O)c1cccc(S(=O)(=O)N2CCOCC2)c1)c1nc2ccccc2[nH]1 (configuration not stated) | -3 | 12 | 0.1 | -1.2 | -1 | 1.8 | 1 | -1.5 | nt | -3
COC(=O)c1cc(NC(=O)CC2C(=O)NCCN2C(=O)c2ccc(F)cc2)cc(C(=O)OC)c1 (configuration not stated) | 2 | -3 | -1.4 | -0.8 | -9 | 0.9 | nt | -3.6 | -26 | -6
Cc1cccc(NC(=O)CCN2CCN(C)CC2)c1 | 3 | 1 | -1.3 | -0.7 | -5 | -0.9 | 7 | -0.5 | -5 | 8
COc1ccccc1CN1C(=O)[C@@H]2Cc3c([nH]c4ccccc34)C(C)(C)N2C1=O | 0 | 1 | 0.1 | 2.5 | -14 | 2.1 | 0 | 0.3 | 0 | -2
Cc1ccc(CNC(=O)c2ccc(N3CCC4(CC3)CC(c3cccc(Br)c3)=NO4)c(NC(=O)c3ccccc3)c2)cc1 | -1 | 1 | 0.4 | 1.2 | -12 | 3.2 | -7 | -1.2 | 4 | -1
Cc1cc(C)n(C(=O)C2CCCN2S(=O)(=O)c2ccc(Cl)cc2)n1 (configuration not stated) | 0 | -2 | 0.1 | -2.3 | -7 | 2.5 | nt | 0.0 | 0 | -5
CCOc1ccc(CCNC(=O)Cn2nc(C)n3cccc3c2=O)cc1OCC | -1 | -1 | -3.3 | nt | -22 | 3.7 | nt | 0.8 | -3 | -1
Cc1oc(S(=O)(=O)N2CCOCC2)cc1C(=O)Nc1ccc(F)cc1 | -4 | -4 | -0.9 | 1.7 | -19 | 0.6 | -3 | 2.0 | 14 | 6
Cc1ccccc1-c1c(C)oc2cc(O)ccc2c1=O | -3 | -30 | -1.8 | -0.3 | 6 | 1.6 | nt | -2.1 | -7 | 10
CCOC(=O)N1CCN(C(=O)CCCn2c(=S)[nH]c3ccccc3c2=O)CC1 | -2 | -2 | -0.4 | 0.6 | -15 | -0.2 | -6 | 0.6 | 0 | 8
CC(C)CC(=O)C(=O)O | 1&2 | 7&9 | -0.3&0.6 | 3.8&4.0 | -1&1 | 5.9&4.9 | -5&-4 | 4.1&2.6 | 3&-15 | -9&-9

Profiles from above.
`COc1ccc(O)c(C(=O)c2cc(C#N)c(=O)n(CCN3CCOCC3)c2)c1` across the screens: DAGLB inh: -1; Rtt109 Vps75: 0; CAL PDZ inh: -1.4; phage Ecoli inh: 4.3; PvdQ inh: -11; AddAB inh: 1.6; Wnt bcat act: nt; E coli growth: 3.4; PfHsp90 yeast 2: 13; Tat transport: 1
`Cc1cccc(C)c1NC(=S)N/N=C/c1ccc(C(=O)O)cc1` across the screens: DAGLB inh: 3; Rtt109 Vps75: 8; CAL PDZ inh: 1.6; phage Ecoli inh: 1.9; PvdQ inh: 3; AddAB inh: 0.6; Wnt bcat act: -2; E coli growth: 3.1; PfHsp90 yeast 2: -12; Tat transport: 1
